Screening results: PubChem BioAssay, National Center for Advancing Translational Sciences (NCATS)
Nrf2 ARE act = qHTS of Nrf2 Activators; AREc32 ARE-luciferase reporter (MCF7-derived line), luminescence, 24 h; Potency, µM (highest dose often 46.1 µM), for the others: at the top dose activation, usual class: activators; actives 0.31% (n = 410,000); AID 624171, 2012; further: potency means the concentration at half of the fitted maximal effect; % of control where 0% means no effect; nearly all actives have a fitted effect of over 65% in size
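Reporter line AREc32 (ARE-Fluc), seeded overnight in OPTI-MEM with 5% FBS; compound pin-transferred, 24 hr at 37 deg C, 5% CO2; luminescent read-out.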
A549 viability = Nrf2 qHTS screen for inhibitors: counterscreen for cytotoxicity; A549 ARE-Fluc cells, CellTiter-Fluor viability, 18-24 h; Potency, µM (series often up to 46 µM), for the others: top-dose activity change, negative = cytotoxicity, hits mostly inhibitors; actives 0.16% (n = 390,000); AID 504648, 2011; further: potency means the concentration at half of the fitted maximal effect; on the % scale 0 is the no-effect control and ±100 the full control effect
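A549 ARE_Fluc cells in 5% FBS OPTI-MEM were exposed to compounds in concentration-response for 18-24 h at 37 deg C. Viability was read by CellTiter-Fluor fluorescence (Ex 405/Em 525) after 30 min, before the luciferase read.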
HepG2 tox = qHTS for Inhibitors of TGF-b: Cytotox Counterscreen. actives 0.76% (n = 410,000). Potency, µM (top dose mostly 46.1 µM), for the others: at the highest dose activity change, negative = cytotoxicity, most hits filed as cytotoxic. HepG2 CAGA-GFP viability, ATP luminescence, 18 h; further: potency means the concentration at half of the fitted maximal effect; some results filed as inactive show a strong effect at the top dose
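CellTiter-Glo luminescence gave cytotoxicity after 18 hours at 37 degrees C. The cells were HepG2 CAGA-GFP in 1% FBS DMEM, stimulated with 500 pg/mL TGF-beta after compound addition. %Activity was normalised to no-cell wells (complete cell-killing) and DMSO (no toxicity), and curves were fitted and classified.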
pAkt inh = HTS Assay for Inhibitors of Akt Phophorylation: Primary Screen; Neuro2A IGF-stimulated pAkt S473 HTRF, 20 min; stronger effect = lower value; activity change, % for hits at 50 µM; actives 0.32% (n = 360,000); AID 651550, 2012; in the data active means activity change below about -80%; inconclusive means mostly about -51% to -80%; further: on the % scale 0 is the no-effect control and ±100 the full control effect
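Neuro2A cells (4,500/well, DMEM with 0.5% FBS) were treated with compound at a single 50 µM final concentration, stimulated with 6 nM IGF for 20 min at 37 °C, and lysed. Phospho-Akt Ser473 was read by HTRF as 665/615 ratio ×10^4.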
MmCpn inh = Inhibitors of TCP-1 ring complex (TRiC) of Methanococcus maripaludis (MmCpn): qHTS; purified Mm-Cpn ATPase, ADP Transcreener TR-FRET; Chaperonin Mm-Cpn (Methanococcus maripaludis); actives 0.031% (n = 330,000); Potency, µM (highest dose often 76.9 µM), without a hit: at the highest dose activity, negative = inhibition, most hits filed as inhibitors; further: potency means the concentration at half of the fitted maximal effect; on the % scale 0 is the no-effect control and ±100 the full control effect; nearly all actives have a fitted effect of over 80% in size
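Purified archaeal chaperonin (25 nM final) was preincubated with compound for 10 min at 37°C, then ATP (10 uM final) was added for 30 min at 37°C in Tris pH 7.4/KCl/MgCl2/DTT buffer. ADP was quantified by HTRF Transcreener TR-FRET.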
CCT chaperon mod = High-Throughput Screening for Modulators of Cytosolic Chaperonin Activity. AID 651819, 2012. actives 0.3% (n = 360,000). activity change, % (concentration not given with the values), hits read low. purified chaperonin ATPase assay, HTRF ADP detection, 30 min; in the data active means activity change below about -30%; further: on the % scale 0 is the no-effect control and ±100 the full control effect
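ATPase activity: ADP formed was measured by HTRF Transcreener (665/615 nm ratio) after 30 min at 37 deg C with 10 uM ATP. Compounds screened at one 76 uM concentration against 40 or 20 nM TRiC in Tris pH 7.4/KCl/MgCl2/DTT buffer.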
Abeta rescue = qHTS for compounds that reverse cellular toxicity of Amyloid beta (A-beta) peptide in yeast: Primary Screen | yeast expressing A-beta42, growth rescue, OD600, 48 h; response scale: 0% DMSO, 100% iron-clioquinol control | Potency, µM (doses to about 46.1 µM), without a hit: top-dose growth rescue, actives largely listed as activators | actives 0.063% (n = 410,000) | AID 1347071, 2019; further: potency means the concentration at half of the fitted maximal effect; nearly all actives have a fitted effect of over 55% in size
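Yeast growth medium received pinned compounds, then yeast cells expressing toxic A-beta were added; plates incubated at 30 C for 48 hr. Growth read as absorbance at 600 nm, normalized to DMSO and equimolar FeCl3 plus clioquinol controls.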
TGFb SMAD3 inh = qHTS for Inhibitors of TGF-b; HepG2 CAGA-GFP TGF-b/SMAD3 reporter, GFP fluorescence, 18 h; TGF-beta stimulated, 500 pg/mL final; Potency, µM (highest dose often 46.1 µM), for inactives: top-dose activity, negative = inhibition, most hits filed as inhibitors; actives 1.2% (n = 410,000); further: potency means the concentration at half of the fitted maximal effect; on the % scale 0 is the no-effect control and ±100 the full control effect; nearly all actives have a fitted effect of over 65% in size
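Inhibition of TGF-beta-driven CAGA-GFP reporter expression in HEPG2 cells is measured by cellular GFP fluorescence after 18 h stimulation with 500 pg/mL recombinant TGF-beta in 1% FBS medium at 37 degrees C.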
Nrf2 block = Nrf2 qHTS screen for inhibitors; A549 ARE-Fluc reporter, luciferase luminescence, 18-24 h; Potency, µM (doses to about 46 µM), inactives show at the top dose activity change, negative = inhibition, hits mostly inhibitors; actives 2.1% (n = 360,000); further: potency means the concentration at half of the fitted maximal effect; on the % scale 0 is the no-effect control and ±100 the full control effect; nearly all actives have a fitted effect of over 60% in size
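Reporter: ARE-Fluc in A549. Exposure: 18-24 h, 37 °C, 5% CO2, 5% FBS OPTI-MEM. Readouts: fluorescent cytotoxicity (CellTiter-Fluor), then luminescent Nrf2 signal after BugLite.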
Starred values were filed as active, the others as inactive; i = inactive; ? = inconclusive; · = no result given; & = joins results of further samples; [ ] = another dose, or the depositor's remark. Unless noted, the call rests on the fitted dose curve; in most records, active means well fitted curve in the direction sought with a large enough effect; inconclusive means small, poorly fitted or top-dose-only effect, or another doubt; inactive means no such curve, though single readings can be large; an effect the other way counts as inactive or inconclusive.

Structure,HepG2 tox,Abeta rescue,A549 viability,Nrf2 ARE act,CCT chaperon mod,MmCpn inh,pAkt inh,TGFb SMAD3 inh,Nrf2 block
Cn1c(CCN2CCN(c3ccccn3)CC2)nc2cc(NC(=O)COc3ccc(Cl)cc3)ccc21,-17%,-16%,?,0.4%,-0.6,0%,i,?,?
CCOc1ccc(CNC(=O)c2ccc(Sc3ccc(Cl)cc3)c(NC(C)=O)c2)cc1,-19%&1%,21%&-1%,-1%&-12%,0.0%&0.4%,0.0,-17%,i,?,?
CCC(C)NC(=O)Cn1c(=O)n(-c2ccc(C)c(C)c2)c(=O)c2c3c(sc21)CCCCC3 (stereo not given),0%,-2%,2%,-0.5%,·,·,·,-1%,9%
COc1cc2c(cc1NC(=O)C(c1ccccc1)c1ccccc1)CCCC2,9%,?,10%,2.4%,3.4,0%,i,?,·
COc1ccc(OC(=O)N2CCOCC2)cc1,-2%,0%,7%,2.9%,-0.6,-1%,i,19%,6%
NC(=O)c1ccc(/C(N)=N/S(=O)(=O)c2cc(C(F)(F)F)cc(C(F)(F)F)c2)cc1,-11%,-11%,-6%,0.4%,-0.7,4%,i,2%,-20%
CC(=O)Oc1ccc2occ(C(=O)c3cccs3)c2c1,-9%,-31%[inhibitor],1%,?,-4.0,2%,i,-9%,6%
COc1ccc(Oc2ccc(C(F)(F)F)cc2NC(=O)c2ccc(C)cc2)cc1,-20%,6%,17%,0.6%,-3.7,3%,i,-28%,-5%
CCOc1ccc(CCNC(=O)Cn2nc(C)n3cccc3c2=O)cc1OCC,-28%,-6%,0%,-0.8%,-1.9,1%,i,5%,-1%
COc1ccc(CCNC(=O)C2CCCN(c3nc4ccccc4s3)C2)cc1OC (stereo not given),4%,-10%,-6%,-0.1%,-0.6,0%,i,3%,-10%
CC1(C)OC(=O)C(=CNn2cnc3ccccc3c2=O)C(=O)O1,-1%,12%,-2%,-0.2%,1.7,1%,i,7%,?
CS(=O)(=O)c1ccc(NCCN2CCOCC2)c([N+](=O)[O-])c1,-15%,-3%,-3%,-0.8%,0.7,1%,i,0%,10%
COC(=O)[C@@H](Cc1ccccc1)NC(=O)NCCc1ccc(OC)c(OC)c1,-3%,7%,-1%,-0.4%,-2.6,1%,i,2%,1%
CC1(C)Oc2ccc3ccc(=O)oc3c2/C(=C/NC2CCCCC2)C1=O,-24%,-11%,-6%,-0.2%,-1.2,-6%,i,-18%,-20%
COc1cc(OC)cc(C(=O)NNC(=O)CCC(=O)c2cc(C)sc2C)c1,5%,-1%,-3%,0.8%,-0.8,-7%,i,-12%,15%
CC(=O)Oc1ccc(CCC(C)OC(C)=O)cc1 (stereo not given),2%,-10%,-12%,-0.3%,0.3,1%,·,23%,-16%
COc1ccc(-n2nc(C(=O)Nc3cccc(Cl)c3)c3c4ccccc4n(C)c3c2=O)cc1Cl,-18%,-13%,-2%,-0.7%,·,·,·,-4%,9%
COc1ccc(C2C(C#N)=C(N)Oc3cc(O)ccc32)cc1 (stereo not given),-22%,16%,0%,0.0%,-7.3,·,i,6%,?
COc1cccc(CNC(=O)C2CCN(S(=O)(=O)N3CCC4(CC3)OCCO4)CC2)c1,3%,13%,5%,1.5%,-1.0,1%,i,3%,-17%
C/C(=N\NC(=O)c1nonc1N)c1cccs1,7%,2%,-10%,11%,-0.8,1%,i,-8%,26%
CN(C)c1cccc(C(=O)NNC(=O)C23CC4CC(CC(C4)C2)C3)c1,3%,-13%,0%,0.5%,0.3,-4%,i,9%,19%
O=C(NCc1cccs1)C1CC(O)CN1C(=O)Nc1ccccc1 (stereo not given),-10%,5%,12%,0.0%,-2.6,0%,i,8%,2%
Cc1cc(C)n(CC(=O)NC2CCCc3c2cnn3-c2ccc(C)c(C)c2)n1 (stereo not given),-9%,2%,0%,0.2%,0.6,1%,i,-18%,?
CC(C)COc1cccc(C(=O)Nc2ccc(CN3CCOCC3)cc2)c1,-14%,8%,-8%,-0.4%,-3.2,2%,i,0%,?
COc1cc(C)c(N)cc1C(C)C,-5%,0%,-4%,-0.5%,2.3,0%,·,4%,3%

Next part, overlapping the part above by 7 compounds.
Structure,HepG2 tox,Abeta rescue,A549 viability,Nrf2 ARE act,CCT chaperon mod,MmCpn inh,pAkt inh,TGFb SMAD3 inh,Nrf2 block
COc1cccc(CNC(=O)C2CCN(S(=O)(=O)N3CCC4(CC3)OCCO4)CC2)c1,3%,13%,5%,1.5%,-1.0,1%,i,3%,-17%
C/C(=N\NC(=O)c1nonc1N)c1cccs1,7%,2%,-10%,11%,-0.8,1%,i,-8%,26%
CN(C)c1cccc(C(=O)NNC(=O)C23CC4CC(CC(C4)C2)C3)c1,3%,-13%,0%,0.5%,0.3,-4%,i,9%,19%
O=C(NCc1cccs1)C1CC(O)CN1C(=O)Nc1ccccc1 (stereo not given),-10%,5%,12%,0.0%,-2.6,0%,i,8%,2%
Cc1cc(C)n(CC(=O)NC2CCCc3c2cnn3-c2ccc(C)c(C)c2)n1 (stereo not given),-9%,2%,0%,0.2%,0.6,1%,i,-18%,?
CC(C)COc1cccc(C(=O)Nc2ccc(CN3CCOCC3)cc2)c1,-14%,8%,-8%,-0.4%,-3.2,2%,i,0%,?
COc1cc(C)c(N)cc1C(C)C,-5%,0%,-4%,-0.5%,2.3,0%,·,4%,3%
CC(=O)c1ccc(Nc2cc(C)nc3ncnn23)cc1,-3%,21%,-2%,0.0%,0.3,0%,i,-2%,-16%
COc1ccc(C2CCCCC2SCC(=O)O)cc1OC (stereo not given),-16%,11%,·,-0.6%,-0.1,·,i,1%,·
O=C(c1ccncc1)N1CCN(S(=O)(=O)c2ccc3ccccc3c2)CC1,-3%,1%,-5%,0.5%,0.3,0%,i,?,?
Cc1ccc(S(=O)(=O)N2CCN(C(=O)CSc3ccccn3)CC2)c(C)c1,-29%,8%,12%,3.3%,-2.4,0%,i,-26%,-7%
Cc1cccc(OCC(=O)Nc2ccc(S(=O)(=O)N(Cc3ccccc3)c3ccccc3)cc2)c1,-8%,-16%,-9%,-1.0%,·,·,·,14%,-24%
Cc1ccc(CN2CCN(Cc3cccc4c3OCO4)CC2CCO)cc1 (stereo not given),-14%,-20%,-3%,-0.3%[9.22 µM],0.7,1%,i,5%,3%
Cc1ccc(NC(=O)c2c(NC(=O)c3ccccc3)sc3c2CCC3)cc1,6%,2%,1%,0.8%,·,·,·,-1%,11%
C/C(=N\NC(=O)c1nn(C)cc1Br)c1ccncc1,0%,-16%,1%,3.6%,-1.3,0%,i,?,2%
Cc1cccc(OCc2nnc(SCC(=O)Nc3sc(C)c(C)c3C#N)n2C)c1,-13%,17%,-5%,-0.7%,-0.1,1%,i,-1%,2%
COc1ccc(CN(C(=O)c2oc3ccccc3c2C)C2CCS(=O)(=O)C2)cc1 (stereo not given),-1%,8%[9.22 µM],-13%,3.9%,-1.5,-1%,i,-3%,·
Cc1ccc(C)c(OCCC(=O)NCCc2ccc(Cl)cc2)c1,-28%,6%,-11%,0.1%,-2.8,-3%,i,-24%,?
CCCN1CCc2c(sc(NC(=O)Cc3ccc(F)cc3)c2C(N)=O)C1,-15%,13%,-12%,-0.9%,0.0,-4%,i,-2%,-1%
Cc1nc(C)c(-c2ccc(SCC(=O)Nc3cccc(Cl)c3)nn2)s1,-31%,5%,-5%,-0.2%,-4.1,-23%,i,?,?
CCOc1ccc(/C=N/Nc2ccccn2)cc1,-51%,-22%,-12%,-0.5%,-1.0,-4%,i,-22%,20%
Cc1ccnc(NC(=O)CCc2c(C)nc3ncnn3c2C)c1,3%,7%,·,3.8%,-0.5,1%,i,15%,13%
COc1cc(S(=O)(=O)NC2CCCC2)ccc1Cl,12%,-25%,13%,-0.6%,-0.1,2%,i,0%,-6%
CC1(C)CC(=O)C(CC(=O)N2CCC(Cc3ccccc3)CC2)C(=O)C1,1%,11%,16%,-1.2%,-13,-2%,i,-17%,-5%
COc1cc(/C=C2\SC(=S)N(Nc3ccccc3)C2=O)cc(OC)c1OC,2%,17%,-9%,11%,-2.3,2%,i,-17%,-1%
O=C(OCCSCCOC(=O)C1CC=CCC1)C1CC=CCC1 (stereo not given),-27%,19%,0%,-0.5%,-0.4,·,i,8%,0%
Fc1ccc(Cn2nnnc2CN2CCc3ccccc3C2)cc1,-5%,-1%,-6%,0.5%,-4.2,1%,i,-1%,?
CCCCCCSc1nsc(NC(=O)CCC)n1,-27%,?,9%,2.3%,-0.6,0%,i,?,?
